All columns: NCI-60 one-dose screen, growth in % after 48 h at 10 µM unless noted; 100 = growth as untreated, 0 = no growth, -100 = all killed.
NCI-H322M = NCI-H322M lung cancer. 80,000 compounds, 2.7% hits
KM12 = KM12 colon cancer cells. 82,000 compounds, 5% hits. AID 1794800
HCT-116 = HCT-116 colon cancer | 82,000 compounds, 7.3% hits | AID 1794798
SNB-75 = SNB-75 CNS cancer | 79,000 compounds, 5% hits
COLO 205 = COLO 205 colon cancer; 79,000 compounds, 7.3% hits
HCC-2998 = HCC-2998 colon cancer | 79,000 compounds, 4.7% hits
SW-620 = SW-620 colon cancer. 82,000 compounds, 5.2% hits. AID 1794795
HCT-15 = HCT-15 colon cancer; 82,000 compounds, 5.2% hits; AID 1794746
HT29 = HT29 colon cancer; 81,000 compounds, 7.4% hits
* hit, by the source's call; nt = no result given. Rule for the calls: active = growth percent below 10; inactive = the rest.

SMILES	NCI-H322M	KM12	HCT-116	SNB-75	COLO 205	HCC-2998	SW-620	HCT-15	HT29
CC(=O)NC[C@H]1CN(c2ccc(N3CCSCC3)c(F)c2)C(=O)O1	102	101	97	94	102	93	112	117	94
CCn1c(/C(C#N)=C/c2c(Cl)cncc2Cl)nc2ccccc21	71	73	86	65	109	101	92	75	93
N#Cc1c(-c2ccc(Cl)cc2)n2cnnc2[nH]c1=O	106	108	102	99	132	97	109	114	109
C=C(C)[C@H]1CC2=C(C(=O)OC)C=C(/C=C(\C)C[C@H]3C=C(CC1=O)C(=O)O3)O2	97	99	103	93	114	115	102	97	104
CCc1ccn2c(=O)c(C)cnc2c1	118	105	98	95	103	102	91	108	99
C=CCn1c(=O)c2cnc(Nc3ccc(N4CCN(C)CC4)cc3)nc2n1-c1cccc(C(C)(C)O)n1	14	0.3*	2.5*	3.9*	-30*	9.0*	15	4.7*	-12*
O=C(CSc1nnc(-c2ccccc2)o1)Nc1ccc(C(=O)/C=C/c2ccccc2)cc1	71	30	-2.2*	33	79	47	39	26	32
Cc1ccc(Cl)cc1NC(=S)N(C)C	95	111	102	83	119	111	105	96	122
C[N+](C)(C)c1ncnc2[n-]cnc12	105	94	105	82	103	nt	96	104	104
O=C1NC(=O)/C(=C\c2ccccc2O)S1	98	104	101	97	114	109	100	nt	110
O=C1NC(=S)NC1Cn1cnc2ccccc21 (configuration not stated)	99	101	95	81	111	114	105	97	104
Nc1c(C(=O)Nc2ccccc2Cl)sc2nc3c(cc12)CN(Cc1ccccc1)CC3	92	96	103	113	96	96	94	96	101
COc1ccc(/C=N/NC(=O)c2cccnc2)c(OC)c1OC	108	112	100	96	122	108	106	105	98
O=C(CN1CCN(c2cc(=O)[nH]c3ccc(F)cc23)CC1)Nc1cccc(C(F)(F)F)c1	84	91	76	77	107	100	104	85	94
Cc1cnc(Nc2ccc(N3CCN(C)CC3)cc2)nc1Nc1ccc(Cl)c(NS(=O)(=O)C(C)(C)C)c1	37	8.8*	8.8*	-37*	nt	-48*	1.8*	4.3*	-31*
COc1ccc2c(c1)C(=O)c1c-2c(OCCN(C)C)nc2cc(OC)c(OC)cc12	57	54	30	52	66	63	39	77	30
CSc1ccccc1NC(=O)c1ccc2nnn(/C(C#N)=C/c3ccccn3)c2c1	41	-67*	-96*	68	-83*	-98*	nt	-80*	-92*
CCN(CC)Cc1c(-c2cccc(OC(F)(F)F)c2)[nH]c2ccc(N3CCCC3)cc2c1=O	87	96	101	88	103	87	92	90	104
COc1ccc(C2=C(Nc3ccc(C(=O)Nc4ccc(Cl)cc4)cc3)C(=O)N(C)C2=O)cc1	74	78	86	99	90	86	96	69	66
Cc1cc(=O)[nH]c(NN=C2CCCC2)n1	108	110	107	89	118	nt	111	106	107

Part of the list above, in markdown:
| Structure | NCI-H322M | KM12 | HCT-116 | SNB-75 | COLO 205 | HCC-2998 | SW-620 | HCT-15 | HT29 |
| --- | --- | --- | --- | --- | --- | --- | --- | --- | --- |
| C=C(C)[C@H]1CC2=C(C(=O)OC)C=C(/C=C(\C)C[C@H]3C=C(CC1=O)C(=O)O3)O2 | 97 | 99 | 103 | 93 | 114 | 115 | 102 | 97 | 104 |
| CCc1ccn2c(=O)c(C)cnc2c1 | 118 | 105 | 98 | 95 | 103 | 102 | 91 | 108 | 99 |

As entered above.
SW-620 result of `C[N+](C)(C)c1ncnc2[n-]cnc12` is entered as 96
COLO 205 result of `COc1ccc(C2=C(Nc3ccc(C(=O)Nc4ccc(Cl)cc4)cc3)C(=O)N(C)C2=O)cc1` is entered as 90
HCC-2998 result of `CCc1ccn2c(=O)c(C)cnc2c1` is entered as 102
HCT-15 result of `Cc1cc(=O)[nH]c(NN=C2CCCC2)n1` is entered as 106

Following part.
SMILES	NCI-H322M	KM12	HCT-116	SNB-75	COLO 205	HCC-2998	SW-620	HCT-15	HT29
Clc1ccc(/C=C/c2cc(/C=C/c3ccc(Br)cc3)c3ccccc3n2)c(Cl)c1	107	102	102	76	111	103	nt	99	102
CNC(=O)c1cc(Oc2ccc3nc(NC(=O)c4ccc(N5CCOCC5)c(C(F)(F)F)c4)sc3c2)ccn1	92	57	60	96	102	96	114	52	48
CC1(C)/C(=N/OCCC#N)CC[C@]2(C)[C@H]3C(=O)C=C4[C@H]5C[C@](C)(C(=O)O)CC[C@]5(C)CC[C@@]4(C)[C@]3(C)CC[C@@H]12	101	77	70	88	102	91	87	90	98
CO[C@H]1CC(c2ccc[nH]2)=N[C@]12O[C@@H](C)C[C@@H]1CCCCCCCc3ccc([nH]3)[C@H]12	38	18	8.1*	3.5*	7.5*	22	22	10	12
C/C(=C(/c1ccc(Cl)cc1)c1ccc(OCCN)cc1)c1ccc(Cl)cc1	90	102	102	115	112	115	94	105	109
CCOC(=O)C1=C(C)N2c3ccccc3-c3ccnn3C2CC1 (configuration not stated)	92	99	91	83	92	102	99	93	90
COc1ccc2nc(Cl)c(-c3nc4ccccc4[nH]3)cc2c1	nt	99	93	78	113	101	96	103	112
CC(=O)NC(=O)NC(C)=O	85	113	107	93	125	100	105	99	115
Cc1ccc(-c2c(O)c(Br)c(-c3ccc(C)cc3C)c(O)c2Br)c(C)c1	106	97	100	85	102	109	109	101	105
COc1cccc(Cn2nc(Nc3ccccn3)nc2N)c1	83	70	78	84	113	94	95	88	105
O=C(NN1C(=O)c2ccccc2C1=O)c1ccc(Nc2ncnc3c2cnn3-c2cccc(F)c2)cc1	102	108	103	79	111	102	106	107	107
COc1ccc(/C=N/Nc2nc(N/N=C/c3ccc(OC)cc3O)nc(N3CCOCC3)n2)c(O)c1	60	51	34	74	63	81	36	3.4*	56
COCCn1cc(-c2csc(-c3c[nH]c4ccc(F)cc34)n2)c2cccnc21	63	8.3*	22	40	12	28	19	15	12
N/C(=N\c1nc2c(Cl)cccc2s1)C(Cl)(Cl)Cl	0.2*	41	70	nt	52	73	82	81	47
O=C(O)CCc1ccc(NC(=O)CCl)cc1	110	95	100	112	113	107	121	99	101
C=C(C)[C@@H]1CC[C@]2(COC(C)=O)CC[C@]3(C)[C@H](CC[C@@H]4[C@@]5(C)CC[C@H](NCOC(C)=O)C(C)(C)[C@@H]5CC[C@]43C)[C@@H]12	93	77	38	129	81	90	77	65	66
COc1cccc(C2Nc3ccccc3-n3cccc32)c1OC (configuration not stated)	81	96	93	79	118	106	96	87	103
CCOC(=O)C1=C(C(=O)c2ccccc2)C(c2ccc([N+](=O)[O-])cc2)C(C(=O)c2ccccc2)=C(C(=O)OCC)N1	83	85	54	101	103	93	89	66	80
c1ccc(-c2n(Cc3ccc4ccccc4c3)cc[n+]2Cc2ccc3ccccc3c2)cc1	8.8*	-82*	-92*	-30*	-79*	-60*	-51*	15	-84*
O=C(CCl)NCc1ccc(Cl)cc1	99	104	92	74	126	nt	106	87	98
C#Cc1nc2ccccc2c(=O)[nH]1	30	-66*	-64*	-56*	-74*	-41*	-64*	-47*	-55*
O=C(N/N=C1\SCC(=O)N1c1ccccc1)c1cc(-c2cc3ccccc3o2)nn1-c1ccccc1	102	119	97	101	132	176	104	106	107
Cn1c(O)c(N=NC(N)=O)c2cc(Br)cc(Br)c21	95	74	75	77	86	95	78	103	68
O=S(=O)(NCc1ccco1)c1ccc(F)cc1	123	103	114	96	107	113	106	113	132
O=c1[nH]c2ccccc2cc1-c1nc2ccccc2n2cccc12	nt	85	81	115	122	99	99	96	109
COc1ncnc2c(-c3ccccc3)cn(COCc3ccccc3)c12	87	43	42	100	78	70	67	43	48
CCOC(=O)C/C(C)=N\NC(=O)c1ccncc1	91	107	89	107	124	99	107	108	100
CCCCCCC(C)NCC(C)O (configuration not stated)	101	103	104	79	105	105	105	97	108
O=C(CN1CCN(c2ccccc2)CC1)N1CCN(c2nnc(-c3ccc(Cl)cc3)c(-c3ccc(Cl)cc3)n2)CC1	90	46	25	67	51	62	69	45	32
Cc1ccc(C(=O)Nn2c(NCC(=O)N3c4ccccc4Sc4ccccc43)nnc2-c2ccc(O)cc2)cc1	98	111	90	100	107	86	99	100	108
COc1ccc(/C=N/Nc2nc(N/N=C/c3ccc(OC)cc3O)nc(N3CCCCC3)n2)c(O)c1	46	35	27	71	41	54	32	22	50
CC(=O)Oc1ccc(OCc2ccccc2)c(OCc2ccccc2)c1	83	94	106	79	110	118	112	90	114
C#CCOc1ccc(C(Nc2ccc(CC)cc2)c2nnnn2C2CCCCC2)cc1OC (configuration not stated)	88	102	83	104	116	105	103	89	97
CCOC(=O)c1ccccc1C(=C1C=C(Br)C(=O)C(Br)=C1)c1cc(Br)c(O)c(Br)c1	91	113	99	105	141	109	114	109	120
COc1cccc2c1C=CC1(O2)Oc2cccc(OC)c2C=C1C (configuration not stated)	46	20	14	-8.2*	17	16	30	25	6.3*
Cc1cc(=O)oc2cc(O)cc(OCc3ccccc3)c12	nt	102	82	91	98	95	111	91	106
COc1cc(-c2cnnn2-c2nonc2-n2cccc2)cc(OC)c1OC	97	102	102	90	106	112	103	98	100
COc1cc(/C=C\c2cc(/C=C\c3ccc(O)c(OC)c3)n(C(=O)Nc3ccc(C(F)(F)F)cc3)n2)ccc1O	83	41	-54*	72	51	103	18	26	3.5*
COc1cc(O)c2c(=O)c(OC)c(-c3ccccc3)oc2c1	98	100	94	72	84	105	129	98	111
c1ccc(Cn2cc3c(c2-c2ccccc2)CCc2c(CN4CCOCC4)noc2-3)cc1	93	93	97	111	113	100	108	94	97

Whole records as entered above. Order of values: NCI-H322M | KM12 | HCT-116 | SNB-75 | COLO 205 | HCC-2998 | SW-620 | HCT-15 | HT29
`O=c1[nH]c2ccccc2cc1-c1nc2ccccc2n2cccc12` is entered as nt | 85 | 81 | 115 | 122 | 99 | 99 | 96 | 109
`CCCCCCC(C)NCC(C)O` (configuration not stated) is entered as 101 | 103 | 104 | 79 | 105 | 105 | 105 | 97 | 108
`C#CCOc1ccc(C(Nc2ccc(CC)cc2)c2nnnn2C2CCCCC2)cc1OC` (configuration not stated) is entered as 88 | 102 | 83 | 104 | 116 | 105 | 103 | 89 | 97

More results
SMILES	NCI-H322M	KM12	HCT-116	SNB-75	COLO 205	HCC-2998	SW-620	HCT-15	HT29
CSc1ncnc(SC)c1Cl	101	104	86	105	102	90	106	106	79
COc1cc2c(c(OC)c1OC)CCC(c1cccc(C(=O)Nc3ccc(Br)cc3)c1)O2 (configuration not stated)	50	65	61	62	76	71	89	61	66
CN1C(=O)N(C)C2C1NC(=O)N2/N=C/C=C/c1ccccc1[N+](=O)[O-] (configuration not stated)	92	100	102	76	100	100	102	98	99
COc1ccc2c(O)c(/C=C3\N=Nc4ccccc43)oc2c1C[C@H]1CCNC[C@H]1F	73	2.5*	27	61	0.6*	50	16	34	19
Oc1ccc(C(c2ccc(O)cc2)C(c2ccc(O)cc2)c2ccc(O)cc2)cc1	104	103	97	84	91	102	103	99	nt
Cc1ccc(-c2oc(C=Nc3ccccc3)c([N+](=O)[O-])c2-c2ccc(C)cc2)cc1	100	81	38	69	87	79	89	78	66
CC1(COc2ccc3ncc(C#Cc4cncc(C(=O)Nc5cc(C(C)(C)C)on5)c4)n3n2)COC1	60	15	18	13	62	50	38	26	101
CC(C)C[C@H](NC(=O)OCc1ccccc1)C(=O)NCc1cn(CC(=O)O)nn1	109	102	106	93	113	111	104	104	nt
CN(C)c1ccc(/C=N\Nc2cc(=O)[nH]c3ccccc23)cc1	105	99	87	77	96	107	101	103	94

Bioassay records (PubChem BioAssay)
